Screening results deposited in PubChem BioAssay by National Center for Advancing Translational Sciences (NCATS).
Pin1 inh: qHTS Assay to Find Inhibitors of Pin1. actives 0.009% (n = 390,000). Pin1 FP peptide displacement, HiFluor488, 10 min. Peptidyl-prolyl cis-trans isomerase NIMA-interacting 1 (Homo sapiens), Q13526. Potency, µM (titrated, usually from 115 µM), inactives show top-dose activity, negative = inhibition, most hits filed as inhibitors; active = well fitted inhibition curve with a large enough effect in the polarisation, with a control signal flat, not every such curve was filed as active; inconclusive = small, poorly fitted or top-dose-only effect, or effect the other way, or a change in a side signal; inactive = no such curve, though single readings can be large or run the other way; the % refers to the polarisation; also: % is scaled to controls: 0 for no effect and ±100 for the full control effect
Tb PGK inh: qHTS Assay to Find Inhibitors of Phosphoglycerate Kinase | Phosphoglycerate kinase, glycosomal (Trypanosoma brucei brucei), P07378 | PGK/GAPDH coupled, Kinase-Glo luminescence, 60 min | Potency, µM (series often up to 57.5 µM), inactives show at the highest dose activity change, negative = inhibition, most hits filed as inhibitors | actives 0.043% (n = 380,000); also: % is scaled to controls: 0 for no effect and ±100 for the full control effect; nearly all actives have a fitted effect of over 60% in size
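Luminescent ATP detection (Kinase-Glo Plus) follows a 60-minute room-temperature incubation, with wells lacking PGK as controls. Buffer: 100 mM TEA (pH 7.6), 5 mM MgCl2, 0.01% Tween-20. Coupling enzyme GAPDH (100 nM final) supplies unstable 1,3-BPG in-well.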
RGS4 inhibitor: Inhibitors of Regulator of G Protein Signaling (RGS) 4: qHTS. Regulator of G-protein signaling 4 (Homo sapiens), P49798. Transcreener GDP fluorescence polarization, RGS4-accelerated GTP hydrolysis. Potency, µM (highest dose often 114 µM), inactives show at the top dose activity change, negative = inhibition, actives largely listed as inhibitors. actives 0.039% (n = 390,000). AID 504845, 2011; also: % is scaled to controls: 0 for no effect and ±100 for the full control effect; nearly all actives have a fitted effect of over 75% in size; some results filed as inactive show a strong effect at the top dose
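MLSMR compounds (23 nl, pin-transferred) preincubated 10 min at room temperature with a 500nM (2x) first reagent, then RGS4 at 900nM (2x) plus Transcreener GDP mix added; fluorescence polarization (620/688 nm) read before and after 90 min at 30 °C.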
GLS inh: qHTS for Inhibitors of Glutaminase (GLS). Glutaminase kidney isoform, mitochondrial (Homo sapiens), O94925. GLS enzymatic activity, qHTS titration. actives 0.21% (n = 410,000). Potency, µM (series often up to 45.5 µM), without a hit: at the highest dose activity change, negative = inhibition, actives largely listed as inhibitors; also: % is scaled to controls: 0 for no effect and ±100 for the full control effect
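Human kidney-isoform GLS in 45 mM KH2PO4 pH 8.2, 0.02% Tween-20, with compound, started with 1mM L-Glutamine (added stock). Glutamate oxidase/HRP/Amplex red coupled fluorescence read at start and after 30 min at RT.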
rTrxR1 inhibitor: qHTS Assay for Inhibitors of Mammalian Selenoprotein Thioredoxin Reductase 1 (TrxR1): qHTS | Thioredoxin reductase 1, cytoplasmic (Rattus norvegicus), O89049 | recombinant rTrxR1, NADPH fluorescence consumption, selenite substrate | Potency, µM (top dose mostly 114 µM), inactives show at the top dose activity change, negative = inhibition, hits mostly inhibitors | actives 1% (n = 390,000); also: % is scaled to controls: 0 for no effect and ±100 for the full control effect; nearly all actives have a fitted effect of over 65% in size
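Rat TrxR1 (90 nM in the dispensed reagent) was pre-reduced with 400 uM NADPH for 5 min at room temperature, then incubated with compound for 15 min. After 400 uM selenite was added, NADPH fluorescence (Ex 340/Em 450 nm) was followed for 8 min.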
HP1b binding inh: HTS for Inhibitors of HP1-beta Chromodomain Interactions with Methylated Histone Tails. Chromobox protein homolog 1 (Homo sapiens), P83916. AlphaScreen HP1-beta / biotin-H3K9me3 peptide binding. Potency, µM (highest dose often 114 µM), for the others: at the top dose activity change, negative = inhibition, most hits filed as inhibitors. actives 0.56% (n = 390,000). AID 540317, 2011; also: nearly all actives have a fitted effect of over 70% in size; inactives centre near 23
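HP1-beta protein (50 nM final) preincubated 30 min at room temperature with biotinylated H3(1-18)K9me3 peptide (50 nM) in PBS pH 7.4, 0.01% Tween-20, then compound added for 30 min. AlphaScreen streptavidin donor/nickel chelate acceptor beads (10 ug/mL final), 30 min dark, luminescence read.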
12-LOX inh: Primary qHTS assay for inhibitors of human arachidonate 12S-lipoxygenase (ALOX12): Round 2; Potency, µM (highest dose often 108 µM), for the others: top-dose activity change, negative = inhibition, usual class: inhibitors; actives 1.1% (n = 580,000); purified 12hLO, xylenol orange hydroperoxide absorbance; Polyunsaturated fatty acid lipoxygenase ALOX12 (Homo sapiens), P18054; also: % is scaled to controls: 0 for no effect and ±100 for the full control effect
Target sequence (P18054 whole entry, looked up): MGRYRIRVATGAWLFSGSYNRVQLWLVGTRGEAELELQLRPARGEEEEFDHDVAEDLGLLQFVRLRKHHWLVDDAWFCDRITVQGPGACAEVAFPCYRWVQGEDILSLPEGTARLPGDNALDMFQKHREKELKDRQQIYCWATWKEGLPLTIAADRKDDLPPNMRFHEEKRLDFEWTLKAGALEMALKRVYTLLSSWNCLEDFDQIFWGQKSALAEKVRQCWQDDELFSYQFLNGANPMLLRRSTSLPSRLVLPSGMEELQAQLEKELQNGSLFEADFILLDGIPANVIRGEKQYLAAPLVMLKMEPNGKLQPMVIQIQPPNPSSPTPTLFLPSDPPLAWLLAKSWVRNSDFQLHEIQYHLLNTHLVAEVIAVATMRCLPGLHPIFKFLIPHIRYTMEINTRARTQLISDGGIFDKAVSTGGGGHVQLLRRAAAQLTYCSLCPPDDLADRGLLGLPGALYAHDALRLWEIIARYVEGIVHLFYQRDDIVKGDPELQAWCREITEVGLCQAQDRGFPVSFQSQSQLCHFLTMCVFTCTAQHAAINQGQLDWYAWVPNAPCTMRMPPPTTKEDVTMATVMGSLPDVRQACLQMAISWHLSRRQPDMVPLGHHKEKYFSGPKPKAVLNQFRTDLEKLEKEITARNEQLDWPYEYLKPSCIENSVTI
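Hydroperoxide product was detected by ferrous iron/xylenol orange as the 573 to 405 nm absorbance ratio. Arachidonic acid at 40 uM (final) was turned over for 30 min at room temperature by 150 nM human 12hLO, pH 7.0 Hepes buffer, after 15 min compound preincubation.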
JMJD2A Tudor inh: qHTS Assay for Inhibitors of JMJD2A-Tudor Domain; Lysine-specific demethylase 4A (Homo sapiens), O75164; AlphaScreen JMJD2A-Tudor / H3K4me3 peptide binding; Potency, µM (top dose mostly 114 µM), without a hit: top-dose activity change, negative = inhibition, usual class: inhibitors; actives 4.4% (n = 390,000); AID 504339, 2011; also: % is scaled to controls: 0 for no effect and ±100 for the full control effect; nearly all actives have a fitted effect of over 50% in size
ERG Ets-DNA blk: qHTS for Small Molecule Inhibitors of the ERG Ets/DNA interaction | actives 0.028% (n = 370,000) | fluorescence polarization, His-ERG Ets domain / labelled DNA | Potency, µM (titrated, usually from 76.9 µM), for the others: at the highest dose FP activity, negative = inhibition, most hits filed as inhibitors; active = well fitted inhibition curve with a large enough effect in the polarisation, with a control signal flat; inconclusive = small, poorly fitted or top-dose-only effect, or effect the other way, or a change in a side signal; inactive = no such curve, though single readings can be large or run the other way; the % refers to the polarisation;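 also: polarization taken with two DNA probes labelled with fluorescein and Texas red; % of control where 0% means no effect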
Target sequence (P11308 whole entry, looked up, the tested form may be a part): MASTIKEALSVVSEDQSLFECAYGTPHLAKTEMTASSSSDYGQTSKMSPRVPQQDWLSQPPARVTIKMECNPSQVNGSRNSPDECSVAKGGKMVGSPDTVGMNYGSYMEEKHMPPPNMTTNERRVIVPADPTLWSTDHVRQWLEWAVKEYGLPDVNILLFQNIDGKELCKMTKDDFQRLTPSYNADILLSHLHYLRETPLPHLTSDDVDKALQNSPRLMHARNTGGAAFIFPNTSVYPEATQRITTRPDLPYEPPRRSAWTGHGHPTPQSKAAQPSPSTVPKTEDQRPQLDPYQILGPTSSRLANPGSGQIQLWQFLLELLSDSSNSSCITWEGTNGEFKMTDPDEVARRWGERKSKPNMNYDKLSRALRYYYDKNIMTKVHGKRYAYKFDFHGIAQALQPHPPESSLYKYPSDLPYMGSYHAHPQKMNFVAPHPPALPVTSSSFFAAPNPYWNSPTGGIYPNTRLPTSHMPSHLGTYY
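His-tagged ERG Ets domain (1 uM in the protein solution; 300mM KCl, 50mM Tris-HCl, 1mM EDTA, 1mM DTT, pH 7.5) received compound, then a probe mix of 5 nM fluorescein-DNA and 100nM Texas-615-DNA. Fluorescence polarization was read for both dyes.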
Numbers without * were called inactive; i = inactive; ? = inconclusive; nt = no result given; & = joins results of further samples; [ ] = dose if it differs, or a comment. Unless noted, calls follow the shape of the dose curve; as a rule, active = well fitted curve in the direction sought with a large enough effect; inconclusive = small, poorly fitted or top-dose-only effect, or another doubt; inactive = no such curve, though single readings can be large; an effect the other way counts as inactive or inconclusive. Potency is read from the fitted curve at half-maximal effect.

No.	Pin1 inh	Tb PGK inh	RGS4 inhibitor	GLS inh	rTrxR1 inhibitor	HP1b binding inh	12-LOX inh	JMJD2A Tudor inh	Structure	ERG Ets-DNA blk
1	1%	-7%	-7%	14%	9%	12%	6%	-31%	CCCCC12CN3CC(C)(CN(C1)C3c1c[nH]c3ccccc13)C2=O (configuration not stated)	0%
2	-8%	-4%	-16%	-1%	-1%	28%	-19%	-5%	N#Cc1c(N)c2ccccn2c1C(=O)c1ccc(Br)cc1	1%
3	-10%	-5%	27%	-12%	9%[57.1 µM]	29%	0%	-13%	COc1ccc(S(=O)(=O)NCC(c2ccco2)N2CCOCC2)cc1C (configuration not stated)	-11%
4	7%	0%	-44%	-6%	24%[57.1 µM]	20%	-16%	-24%	CN(C)c1nc(N)nc(Cn2nnc(-c3ccc(C(F)(F)F)cc3)n2)n1	?
5	4%	-8%	-15%	-1%	?	84%[activator]	25%	-8%	CCCNC(=O)CS(=O)Cc1nc(-c2ccccc2C)oc1C (configuration not stated)	3%
6	-6%	-6%	-4%	4%	7%	30%	240%[activator]	-17%	Cc1ccc(NC(=O)c2cccnc2)c([N+](=O)[O-])c1	12%
7	-13%	5%	42%	-6%	-1%[57.1 µM]	-18%	?	10µM*	Cc1cc(C)cc(C(=O)NCC(=O)OCC(=O)Nc2cccnc2Cl)c1	5%
8	-5%	-2%	-28%	-10%	15%[0.0914 µM]	36%	-8%	5%	COc1ccc(CC(=O)NNS(=O)(=O)c2ccccc2[N+](=O)[O-])cc1OC	0%
9	?	i	33%	-11%	7%	6%	-7%	?	CCCOc1ccc(C2c3c(-c4ccccc4O)n[nH]c3C(=O)N2CCCOCC)cc1OCC (configuration not stated)	7%
10	2%	-1%	14%	2%	17%	18%	?	5%	Cc1ccc(S(=O)(=O)N2CCN(CC(O)CN3CCOCC3)CC2)cc1 (configuration not stated)	13%
11	31%[activator]	i	-4%	10%	-6%	-7%	-12%	-34%	CCOc1ccc2cc(C3CC(c4ccco4)=NN3S(=O)(=O)c3ccccc3)c(Cl)nc2c1 (configuration not stated)	18%
12	0%	-2%	4%	3%	40%[activator]	1%	-13%	?	Cc1ccc(N2CCN(C(=O)c3cc(C(=O)c4ccccc4C)c[nH]3)CC2)c(C)c1	-1%
13	6%	-6%	-13%	-5%	-4%	7%	-5%	?	CCOC(=O)c1c(CN(C)C)n(-c2ccccc2)c2cc(Br)c(OC)cc12	4%
14	3%	2%	-3%	1%	8%	55%[activator]	2%	2%	Cc1cc(C)n(C(=O)c2cccc(S(=O)(=O)N3CCCCC3)c2)n1	-7%
15	-4%	-3%	-13%	7%	11%	19%	107%[activator][57.4 µM]	?	CCc1ccccc1-n1c(SCC(=O)N2CCCC2)nnc1-c1ccccn1	0%
16	0%	-4%	?	7%	-16%[57.1 µM]	28µM*	22µM*	8.9µM*	CC(C)CSc1n[nH]c(=S)s1	-14%
17	1%	9%	23%	0%	8%	15%	12%	-7%	O=C(CSc1nnc(C2CC2)n1-c1ccccc1)NCCN1C(=O)CSC1=O	-2%
18	1%	-1%	-4%	-5%	7%[57.1 µM]	11%	?	-25%	CCNC(=S)N(Cc1cc2cc(C)c(C)cc2[nH]c1=O)C1CCCC1	-2%
19	2%	-4%	-22%	-6%	7%	19%	?	-28%	Cc1ccc(CNCc2c(C(=O)O)c(C)n(Cc3ccc(C)cc3)c2C)cc1	3%
20	-12%	i	-7%	-3%	8%	30%	7%	2%	CCOc1ccc(N2C(=O)CC(NC3CCN(C(=O)c4cccs4)CC3)C2=O)cc1 (configuration not stated)	2%

The last 2 compounds of the part above lead into the next.
No.	Pin1 inh	Tb PGK inh	RGS4 inhibitor	GLS inh	rTrxR1 inhibitor	HP1b binding inh	12-LOX inh	JMJD2A Tudor inh	Structure	ERG Ets-DNA blk
19	2%	-4%	-22%	-6%	7%	19%	?	-28%	Cc1ccc(CNCc2c(C(=O)O)c(C)n(Cc3ccc(C)cc3)c2C)cc1	3%
20	-12%	i	-7%	-3%	8%	30%	7%	2%	CCOc1ccc(N2C(=O)CC(NC3CCN(C(=O)c4cccs4)CC3)C2=O)cc1 (configuration not stated)	2%
21	-1%	-2%	12%	1%	26%	3%	-23%	?	Cc1nn(-c2ccccc2)c(OC(=O)c2ccc(F)cc2)c1S(=O)(=O)c1ccccc1	-2%
22	-5%	-11%	-10%	-1%	-4%	26%	?	-16%	O=C(CSc1nnc(NC(=O)C2CC(=O)N(c3ccc(F)cc3)C2)s1)NCC1CCCO1 (configuration not stated)	-1%
23	-1%	-8%	-4%	0%	28%	23%	15%	-8%	Cc1ccc(C(=O)N2CC(C)CC(C)C2)cc1S(=O)(=O)N1CCCCC1 (configuration not stated)	-7%
24	-1%	-6%	8%	-1%	30%	20%	0%	-12%	Cc1cccc(CC2S/C(=N/c3cccc(C)n3)NC2=O)c1 (configuration not stated)	-7%
25	6%	-2%	-1%	-6%	-9%[57.1 µM]	35%[activator]	0%	2%	Cc1ccc(NS(=O)(=O)Cc2ccccc2)cc1Cl	11%
26	-12%	7%	-13%	4%	-6%[57.1 µM]	54%[activator]	0%	-8%	Cc1ccc(C(OC(=O)c2ccco2)C(=O)NC(C)(C)C)cc1 (configuration not stated)	-5%
27	-1%	-8%	-13%	0%	5%[57.1 µM]	31%	?	-13%	CCOc1ccc(S(=O)(=O)Nc2ccc3oc(C)c(C(=O)OCCOC)c3c2)cc1	-1%
28	-2%	-9%	-22%	5%	13%[57.1 µM]	12%	-2%&-4%	-16%	CCn1c(SCCN2CCOCC2)nc2c1c(=O)n(C)c(=O)n2C	-6%
29	?	-6%	0%	8%	17%	16%	-25%	-13%	CCOc1ccc2cc(-c3nnc(Nc4ccccc4F)s3)c(=O)oc2c1	0%
30	13%	nt	-15%	-11%	23%	26%	-14%	-30%	CC(C)(C)C1CCc2c(sc(NC(=O)C3c4ccccc4Oc4ccccc43)c2C(N)=O)C1 (configuration not stated)	0%
31	-6%	-3%	-13%	-15%	-5%	30%	?	-4%	CC(NC(=O)COc1cccnc1[N+](=O)[O-])c1ccc(Cl)cc1 (configuration not stated)	-7%
32	7%	0%	-45%	4%	-32%	2%	?	-15%	O=C(NC(=S)Nc1ccc(S(=O)(=O)N2CCCCCC2)cc1)c1cccs1	0%
33	-3%	-4%	-9%	-5%	13%	35%	22%	-9%	CCOC(=O)N1CCC(N(CCN(C)C)C(=S)Nc2ccccc2Cl)CC1	-20%
34	23%	0%	0%	10%	13%[57.1 µM]	2%	-8%	-33%	Cc1cc(C)cc(-n2c(C)cc(/C=N/NC(=O)CN(c3c(C)cccc3C)S(C)(=O)=O)c2C)c1	-13%
35	0%	i	-11%	-3%	1%	-5%	nt	-13%	CCCn1nnnc1SCC(=O)Nc1sc(C)c(C)c1C#N	6%
36	7%	2%	14%	14%	1%[57.1 µM]	43%[activator]	-15%	-12%	COC(=O)C1(C)NCCc2c1[nH]c1ccccc21 (configuration not stated)	-7%
37	-2%	-2%	-3%	-3%	-7%	23%	-15%	2%	COc1cc(/C=C(\C#N)c2ccccn2)ccc1OCC(=O)Nc1ccc(Br)cc1	-2%
38	-22%	i	-13%	-12%	6%	55%[activator]	7%	-3%	COc1ccc(C(=O)C2CCCN(C(=O)c3noc4c3CCCC4)C2)cc1F (configuration not stated)	-10%
39	2%	9%	-6%	6%	7%[57.1 µM]	18%	-6%	-10%	Cc1cc(C)n(C(C)CC(=O)Nc2cccc(C#N)c2)n1 (configuration not stated)	-5%
40	3%	-4%	-13%	9%	2%	25%	-16%	-6%	CCN(CC)C(=O)CN(Cc1ccccc1)S(=O)(=O)c1ccc(F)cc1	-7%
41	11%	i	-11%	0%	?	23%	-1%	6%	CCCCn1c(=O)[nH]c(=O)c2c1nc(-c1ccc(-c3ccc(F)cc3)o1)n2C	11%
42	-3%	-10%	22%	26%	5%[57.1 µM]	41%	0%	-5%	CS(=O)(=O)c1ccc2nc(NC(=O)C3C4C=CC(C4)C3C(=O)O)sc2c1 (configuration not stated)	-23%
43	5%	-8%	-19%	2%	18%	25%	43%[activator]	-5%	O=C(Cc1ccc(Cl)cc1)NC(=S)Nc1ccccc1O	-2%
44	21%&11%	-1%&5%	-13%[56.9 µM]	10%&0%	26%&19%[57.1 µM]	7%&14%	-5%&4%	?	Cc1ccc(S(=O)(=O)N2CCCc3cc(NC(=O)c4c(F)cccc4F)ccc32)cc1	9%&3%
45	0%	-9%	30%	-5%	-3%	24%	-2%	-30%	Cc1ccnc(NS(=O)(=O)c2ccc(NC(=O)c3ccc(N4C(=O)CCC4=O)cc3)cc2)n1	11%

A portion of the library, so the mix of outcomes need not match the whole.
